Bioassay records as filed in PubChem BioAssay.
MDM2 E3 inh – blocks human Mdm2 ubiquitin ligase activity; cell-based MDM2 ubiquitination luciferase reporter, 2 h; 0 = plate control, 100 = twice control, blank-subtracted; signal enhancement, % at 5 µM; 210,000 compounds, 0.11% hits; AID 1230;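 active means signal enhancement of 30% or more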;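 further: luminescence tracks abundance of the self-degrading MDM2-luciferase fusion protein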
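Material: Stable MDM2–luciferase fusion reporter cells | Amount: 2000 cells seeded into each well | Dosing: One concentration, 5 µM, with 0.2% DMSO | Incubation: 4 h cell settling then 2 h compound exposure, 37 °C | Measured by: Luciferase luminescence | Read-out basis: % enhancement relative to plate controls after blank subtraction | Benchmarks: Control and blank well means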
p47phox inh – blocks human p47phox regulatory protein of NADPH oxidases. P14598. p47phox/p22phox peptide binding, fluorescence polarization, 2 h. inhibition, % at 24.7 µM. 220,000 compounds, 0.53% hits. AID 1274;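 active means inhibition above about 30%, limit read from the data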;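 further: 0% = p47phox with labelled peptide and 100% = labelled peptide alone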
Runt-SMMHC FRET – Runt domain-CBFb-SMMHC interaction inhibition. 220,000 compounds, 0.74% hits. AID 1434. inhibition, % at 20 µM. Cerulean-Runt/Venus-CBFb-SMMHC FRET ratio 530/480, 1 h;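 active means mean inhibition across duplicate retests at 20 µM reaching about 50%, limit read from the data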;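 further: 0% = DMSO wells and 100% = wells with excess untagged CBFb-SMMHC; inhibitors lower the FRET ratio by blocking Runt binding to CBFb-SMMHC; some results filed as inactive read as strong as hits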
EBV gp42 block – EBV gp42 inhibition; Q1HVG2; 220,000 compounds, 0.42% hits; AID 1085; Fluorescence polarization binding assay, mP read-out; inhibition, % (tested at 21.74 µM); in the data active means inhibition above about 50%
Target sequence (Q1HVG2 whole entry, looked up): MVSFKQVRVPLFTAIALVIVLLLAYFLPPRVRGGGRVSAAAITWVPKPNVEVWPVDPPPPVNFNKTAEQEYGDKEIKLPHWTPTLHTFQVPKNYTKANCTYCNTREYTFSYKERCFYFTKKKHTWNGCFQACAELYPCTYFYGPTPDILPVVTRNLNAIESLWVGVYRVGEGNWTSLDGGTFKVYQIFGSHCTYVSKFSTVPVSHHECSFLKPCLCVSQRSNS
Hck-Nef inh – blocks Nef-activated human Hck kinase; Recombinant Hck-YEEI plus Nef, Z-Lyte FRET kinase assay; 220,000 compounds, 0.68% hits; P08631; inhibition, % at 20 µM;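 active means Hck-Nef kinase inhibition above about 50%, limit read from the data; inactive means inhibition below that limit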;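 further: 0% = DMSO with Hck plus Nef and 100% = Hck alone without Nef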
Target sequence (P08631 whole entry, looked up): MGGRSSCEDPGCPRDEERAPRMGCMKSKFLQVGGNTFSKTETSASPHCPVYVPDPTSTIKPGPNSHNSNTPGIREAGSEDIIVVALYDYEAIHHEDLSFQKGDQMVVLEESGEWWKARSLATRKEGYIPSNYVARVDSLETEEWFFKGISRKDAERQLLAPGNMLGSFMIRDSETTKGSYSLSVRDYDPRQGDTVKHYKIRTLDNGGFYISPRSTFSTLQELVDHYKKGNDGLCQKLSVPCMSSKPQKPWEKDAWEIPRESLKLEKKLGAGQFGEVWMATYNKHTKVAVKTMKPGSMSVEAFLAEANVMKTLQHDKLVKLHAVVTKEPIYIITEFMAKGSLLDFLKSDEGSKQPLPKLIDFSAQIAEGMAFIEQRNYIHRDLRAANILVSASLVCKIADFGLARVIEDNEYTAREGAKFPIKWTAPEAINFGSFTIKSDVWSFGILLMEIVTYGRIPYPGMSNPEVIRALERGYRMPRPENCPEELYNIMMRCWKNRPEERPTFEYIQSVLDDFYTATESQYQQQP
Tb hexokinase – T. brucei hexokinase 1 inhibition. AID 1430. inhibition, % at 10 µM. 220,000 compounds, 0.11% hits. recombinant TbHK1, G6PDH-coupled NADH A340;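 active means inhibition of 50% or more in the single-dose primary screen; inactive means inhibition below 50%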
L929 necroptosis – L929 zVAD cell death inhibition; L929 zVAD necroptosis rescue, ATP luminescence, 24 h; with zVAD 60 µM; viability rescue, % at 10 µM; 220,000 compounds, 0.38% hits; AID 1377;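 active means activation, scaled between plate controls, above about 75%, limit read from the data; inactive means activation under that limit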;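 further: 0% = zVAD with DMSO and 100% = DMSO alone without zVAD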
14-3-3 Bad PPI – disrupts binding of bovine 14-3-3 zeta to phospho-Bad peptide; P63103; TR-FRET 14-3-3zeta/Dy647-pBad peptide displacement, 1 h; inhibition, % at 21.7 µM; 220,000 compounds, 0.71% hits; AID 781;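 active means inhibition above about 70%, limit read from the data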;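 further: 0% = full 14-3-3 plus peptide FRET controls and 100% = background without 14-3-3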
Target sequence (P63103 whole entry, looked up): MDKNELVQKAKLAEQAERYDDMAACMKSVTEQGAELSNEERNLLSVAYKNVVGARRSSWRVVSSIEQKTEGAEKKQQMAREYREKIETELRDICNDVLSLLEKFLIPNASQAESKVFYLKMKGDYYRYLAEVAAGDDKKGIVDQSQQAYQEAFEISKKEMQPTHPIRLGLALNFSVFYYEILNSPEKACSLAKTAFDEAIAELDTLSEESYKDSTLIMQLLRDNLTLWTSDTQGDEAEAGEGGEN
Runt-CBFb FRET – blocks binding of human RUNX1 Runt domain to CBFb | Q01196+Q13951 | Cerulean-Runt/Venus-CBFb FRET ratio 530/480, 1 h | 220,000 compounds, 0.46% hits | AID 1496 | inhibition, % at 20 µM;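 active means inhibition over about 50% at 20 µM in the single-dose screen, limit read from the data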;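 further: 0% = DMSO wells and 100% = excess unlabeled CBFb competitor control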
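Assay system: Cerulean-Runt domain / Medium: Tris 50 mM pH 7.5, KCl, K2SO4, 0.01% BSA / Timing: protein complex preformed 1 h, compound exposure 1 h, room temperature, dark / Measured by: FRET, excitation 422 nm, emission at 530 and 480 nm / Evaluation: loss of energy transfer signal / Control set: 5 µM unlabeled CBFb as full-inhibition high control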
Active calls of the source: *; nt = no result given; [ ] = remark or other dose.

SMILES	MDM2 E3 inh	p47phox inh	Runt-SMMHC FRET	EBV gp42 block	Hck-Nef inh	Tb hexokinase	L929 necroptosis	14-3-3 Bad PPI	Runt-CBFb FRET
COc1cc(-c2nc3ccccn3c2/N=C/c2ccccc2)ccc1O	-21.0	-14.2	-3.8	7.6	12.1	-17.7	0.3	-25.6	-3.6
CCCCNC(=O)OC1CCS(=O)(=O)C1 (stereo not given)	-21.5	4.2	6.4	3.1	-1.2	3.1	-0.3	56.5	-0.6
N#CC[n+]1cc(-c2ccc(Cl)cc2)n2c1CCC2	-4.1	5.0	-1.9	-4.7	3.7	5.0	0.0	-4.1	0.8
CCc1ccc(C2CC(c3ccccc3C)n3nc(N)nc3N2)cc1 (stereo not given)	-18.5	-11.4	2.4	-10.9	-3.6	-1.8	0.5	4.8	-2.2
CCN(CC)S(=O)(=O)c1cc(C(=O)OCC(=O)Nc2cccc(S(=O)(=O)N(C)C)c2)ccc1F	-11.3	10.2	-2.7	11.5	10.2	8.8	-0.5	-6.4	-3.0
O=C(/C=C\c1cn(-c2ccccc2)nc1-c1cccs1)N1CCOCC1	-13.1	-37.1	-2.4	11.1	-1.8	-2.8	3.4	-8.4[fluorescence artefact?]	-7.6
COc1ccc(-n2nc([N+](=O)[O-])c(=NCCc3ccc(C)cc3)n2O)cc1	-8.3	-9.6	-3.6	-6.9	20.7	-11.1	2.9	-21.2	-1.4
Cn1cc(SCC(=O)N2CCN(c3ccccc3)CC2)c2ccccc21	-18.2	-11.5	1.5	-20.2	-1.1	-3.3	0.5	-9.1	2.2
Cn1c(=O)c2cc(S(=O)(=O)NC(C(=O)N3CCCCCC3)c3ccccc3)ccc2n(C)c1=O (stereo not given)	-9.0	-2.5	-1.6	-8.1	1.4	-7.9	0.3	1.7	1.6
COc1ccc2c(c1)nc(NCCO)n2C	-17.9	-10.6	0.3	-18.9	2.1	3.0	0.5	-5.1	4.7
CN(C)S(=O)(=O)c1ccc(C(=O)Nc2ccc(OCC(=O)N3CCOCC3)cc2)cc1	-19.2	2.6	7.7	-7.0	2.3	-1.1	0.0	1.0	-0.9
O=C(Nc1nc2c(Cl)cccc2s1)c1ccc(Br)o1	-15.8	-7.3	0.9	-21.4	-0.4	-19.6	-0.3	-119.4[fluorescence artefact?]	1.3
CS(=O)(=O)N(CC(=O)Nc1cccc([N+](=O)[O-])c1)c1ccccc1F	-9.6	-11.5	-3.2	-12.4	11.8	6.2	-1.0	1.1	0.4
C=CCNc1oc(COc2ccc(C)cc2)nc1C#N	-12.2	-12.6	-6.4	-6.3	1.8	-0.8	1.5	-4.1	-0.3
Cc1csc(SCC(=O)Nc2c(C)n(C)n(-c3ccccc3)c2=O)n1	-16.5	1.9	-2.9	-5.8	0.1	2.9	-0.5	-14.0[fluorescence artefact?]	-1.3
Cc1ccc(-c2cc(C(=O)NCc3ccccn3)c3ccccc3n2)cc1	-24.6	-6.8	1.2	-10.1	2.9	-17.6	-0.1	6.2	-6.7
O=c1c2c(nc3nc(SCc4ccccc4)[nH]n13)CCC2	-4.6	-14.4	1.4	-10.8	-0.6	8.0	0.9	28.5	-2.3
Brc1ccccc1-c1nnc(COc2ncnc3c2cnn3-c2ccccc2)o1	-3.5	-14.2	-10.5	-15.7	0.5	2.8	5.1	-1.2	-3.0
CC(C)(O)C#Cc1ccccc1C(=O)NC(CC(N)=O)C(=O)O (stereo not given)	-13.1	-33.1	0.6	-20.9	0.1	2.7	-0.1	6.3	0.3
COCCSc1nnc(NS(=O)(=O)c2ccc(F)cc2)s1	-14.3	-7.3	2.1	-16.8	7.7	7.8	0.2	8.5	3.5
O=C(CSc1nnnn1-c1ccc(F)cc1)c1ccc(O)c(O)c1	-5.2	-3.2	1.4	10.4	2.6	-4.8	1.6	-1.7	0.7
COc1ccc(/C=N/NC(=O)c2ccc(CN3c4cccc5cccc(c45)S3(=O)=O)cc2)cc1	11.4	-22.3	1.9	-17.4	5.0	15.8	0.6	11.8	-2.3
Cc1cccc(C)c1OCC(=O)N(Cc1cccs1)C1CCS(=O)(=O)C1 (stereo not given)	1.4	-12.5	-0.2	-0.6	4.2	1.8	0.6	0.4	-1.7
CC(C)(C)c1ccc(/C=C2/SC(N3CCCC3)=NC2=O)cc1	-0.4	-12.5	-2.7	-9.3	14.9	-53.4	0.1	2.4	-0.5
CN(C)S(=O)(=O)c1cccc(C(=O)C2=C3SC=C(c4ccccc4)N3CC2)c1	0.4	-19.5	-3.7	-191.0	-25.5	-0.5	0.9	6.1	0.8
CN1C(=C2C(=O)OC(C)(C)OC2=O)Sc2ccccc21	-18.3	-19.3	-3.6	-14.0	3.0	-54.2	0.1	-1.4	-0.7
Cc1nc(NC(=O)c2cc3c(s2)CCCCC3)sc1C(=O)N(C)C	-11.5	-7.6	1.9	-8.8	9.3	-37.2	0.9	2.1	-0.2
Cc1ccc(C(=O)NC(=C(Cl)Cl)S(=O)(=O)c2ccc(C)cc2)cc1	-5.5	-8.7	0.6	-3.5	2.3	24.1	0.0	-18.9	-1.1
COc1ccc(NC(=S)NC(NC(=O)c2cccc3ccccc23)C(Cl)(Cl)Cl)c([N+](=O)[O-])c1 (stereo not given)	-12.2	-17.5	-0.1	-19.1	2.0	-2.3	-0.4	-4.1	3.0
COC(=O)Cc1c(C(=O)OC)nnn1-c1ccc(OC(F)(F)F)cc1	-16.7	-6.0	-0.4	-8.4	18.5	7.8	-1.2	5.4	-0.2
CC(C)CC(=O)NC(=S)Nc1cccc(NC(=O)c2ccccc2Cl)c1	-21.7	5.9	-2.0	-1.6	-15.6	0.1	0.6	-10.3	1.9
O=C(CSc1nc(O)c(Cc2ccccc2)c(=O)[nH]1)Nc1nnc(SCc2ccccc2)s1	-14.7	-13.9	-6.4	1.9	4.3	4.2	-0.1	-10.7	-4.3
C=CCNc1nc(S(=O)Cc2ccc(C)cc2)nc2c1CCCC2 (stereo not given)	-4.8	-3.5	0.7	-6.9	21.4	7.6	-2.6	2.6	-0.5
CC(C)C(NS(=O)(=O)c1ccc(Br)s1)C(=O)O (stereo not given)	-7.2	-7.9	5.1	-20.9	1.9	0.8	-0.3	2.5	-1.9
CCOc1ccc(N=C2NC(=O)C(CC(=O)Nc3ccc(OC)cc3)S2)cc1 (stereo not given)	1.7	8.5	4.7	-19.3	14.6	-1.2	5.0	-9.3	-0.8
CC(=O)c1ccc(NC(=O)CN2C(=O)CCC2=O)cc1	-7.0	-3.9	-3.6	-23.8	14.2	-6.6	-1.1	-4.0	0.2
COCC1CCN(C(=O)c2cc(COc3ccc4ncccc4c3)on2)CC1	-25.2	-5.9	3.2	-7.3	8.8	-7.8	-0.4	0.8	-0.3
CC(C)NC(=O)Cn1nnc(-c2ccc(Cl)cc2)n1	4.5	-9.2	-1.6	6.5	-2.4	3.5	0.0	-1.4	-1.7
Cc1ccc2nc(N3CCOCC3)c(C=O)c(=O)n2c1	-5.3	2.0	-6.6	0.5	15.2	-19.4	0.0	13.1	2.9
O=C(c1ccc(N2CCCCC2)c([N+](=O)[O-])c1)N1CCN(c2ccccn2)CC1	-5.3	0.4	-3.3	-4.4	-11.0	8.2	0.3	-1.0	-4.1
N#Cc1ccccc1NC(=O)COC(=O)c1ccc(S(=O)(=O)N2CCCC2)cc1	-0.8	-17.6	1.6	-8.9	-0.2	3.0	-0.1	-3.5[fluorescence artefact?]	-1.8
O=C(CN1CCN(c2ccccc2F)CC1)N1N=CCC1c1ccccc1 (stereo not given)	-11.8	2.3	0.4	-1.2	-0.5	-4.9	0.4	11.4	-2.4
CCOC(=O)Cn1c(-c2ccccc2)ccc(C#N)c1=O	-18.3	3.0	4.3	15.7	4.8	5.9	0.1	-2.1	-0.5
O=C(CN1C(=O)NC2(CCCCCC2)C1=O)NC1CCCCCCC1	-9.3	-2.9	1.2	-3.2	16.5	-1.3	3.5	-8.9	-0.7
CSCCC(NS(=O)(=O)c1ccccc1F)C(=O)OCc1ccccc1Cl (stereo not given)	-3.2	-124.7	-0.6	-2.8	-0.1	30.1	0.6	-0.4	-2.5
COc1cc(/C=N/Nc2cccc(C)c2)cc(Br)c1O	-4.5	-9.0	1.2	-9.7	10.8	-10.7	1.2	-3.0	4.2
CCN(CC)CCNC1=CC(=O)OC12CCCCC2	nt	-17.3	-2.9	-19.1	5.4	1.2	2.1	3.1[fluorescence artefact?]	-2.3
O=C(c1ccc(C(F)(F)F)cc1)C1CCCN(C(=O)CN2C(=O)CSC2=O)C1 (stereo not given)	-10.2	-3.5	-2.6	-9.0	5.5	-8.8	0.0	-2.0	-3.5
Cc1nn(-c2ccccc2)c(C)c1/C=N/NC(=O)CSc1nc2ccccc2c(=O)n1-c1ccc(Br)cc1	-3.3	15.0	-3.1	-6.4	6.6	-2.2	0.1	7.3	-1.9
CC(=O)N1CCc2ccc(NC(=O)c3c(-c4c(Cl)cccc4Cl)noc3C)cc21	-7.7	-12.7	1.6	-5.2	13.7	-7.2	-0.2	2.5	-0.9
O=C(CO/N=C/c1ccc(OC(F)F)cc1)N1CCc2ccccc21	-7.3	-20.2	-2.2	-24.0	3.3	5.1	nt	-9.7	-2.1
CSc1ccc2c(c1)C(N1CCN(C)CC1)Cc1ccccc1S2 (stereo not given)	-14.2	-21.0	0.3	-10.1	19.6	6.3	2.5	-1.6	-1.9
CCOCCCNC(=O)CN1CCN(c2ccc(F)cc2)CC1	7.8	-22.5	-0.5	-8.9	-0.4	-1.4	0.1	73.5*	1.1
O=C1NCC(COc2ccc(Cl)cc2)O1 (stereo not given)	-14.5	1.7	-4.9	-17.4	25.2	-1.7	1.5	-2.1	-0.7
C=CCC1(O)C(=O)N2C(=C1C(=O)OCC)c1ccc3ccccc3c1CC2(C)C (stereo not given)	-2.3	-0.1	-2.3	-5.0	-0.5	-18.6	-0.1	1.7[fluorescence artefact?]	-0.4
COc1ccc(CCNC(=O)CCN2C(=O)c3ccccc3C2=O)cc1OC	-5.8	-2.3	-3.4	-15.2	-7.0	3.5	0.5	-7.0	1.7
CCOC(=O)N1CCN(Cc2nc(-c3ccc(C)cc3)no2)CC1	-14.3	1.5	1.9	-7.0	9.7	1.8	0.0	9.6	0.5
CCOc1ccc2nc(SCC(=O)N3c4ccccc4Sc4ccccc43)sc2c1	-5.3	-11.6	-0.8	-2.7	0.3	3.0	1.7	-1.0	-1.2
